DT40 TDP1 CPT – growth inhibition of DT40 Tdp1-/-;hTDP1 cells with camptothecin (screen for TDP1 inhibitors) | chicken DT40 Tdp1-/-;hTDP1 cells + 20 nM CPT, ATP luminescence, 48 h | Potency, µM (doses to about 46.2 µM), without a hit: top-dose activity change, negative = growth inhibition, actives largely listed as inhibitors | actives 12% (n = 420,000) | AID 686979; note: nearly all actives have a fitted effect of over 55% in size
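Cell growth measured by CellTiter-Glo luminescence after a minimum 48 h, 37 C compound exposure with 20 nM CPT in Tdp1-knockout DT40 cells stably expressing hTDP1, seeded 400/well; qHTS titration format.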
TDP1 cell noCPT – qHTS for Inhibitors of human tyrosyl-DNA phosphodiesterase 1 (TDP1): qHTS in cells in absence of CPT. DT40 Tdp1-/- hTDP1 cells, no CPT, ATP luminescence, 48 h. Potency, µM (series often up to 46.2 µM), for inactives: top-dose activity change, negative = growth inhibition, actives largely listed as inhibitors. actives 15% (n = 420,000); note: nearly all actives have a fitted effect of over 55% in size
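DT40 Tdp1-/-;hTDP1 cells, no CPT (DMSO vehicle only), 400 cells/well; compounds pin-transferred; ≥48 hr, 37 °C; CellTiter-Glo 30 min RT dark, luminescence read.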
TDP1 inh – blocks human tyrosyl-DNA phosphodiesterase 1; Q9NUW8; recombinant TDP1, AlphaScreen DNA substrate cleavage; actives 0.28% (n = 350,000); Potency, µM (doses to about 130 µM), for inactives: at the top dose activity change, negative = inhibition, hits mostly inhibitors; note: nearly all actives have a fitted effect of over 40% in size
Target sequence (Q9NUW8 whole entry, looked up): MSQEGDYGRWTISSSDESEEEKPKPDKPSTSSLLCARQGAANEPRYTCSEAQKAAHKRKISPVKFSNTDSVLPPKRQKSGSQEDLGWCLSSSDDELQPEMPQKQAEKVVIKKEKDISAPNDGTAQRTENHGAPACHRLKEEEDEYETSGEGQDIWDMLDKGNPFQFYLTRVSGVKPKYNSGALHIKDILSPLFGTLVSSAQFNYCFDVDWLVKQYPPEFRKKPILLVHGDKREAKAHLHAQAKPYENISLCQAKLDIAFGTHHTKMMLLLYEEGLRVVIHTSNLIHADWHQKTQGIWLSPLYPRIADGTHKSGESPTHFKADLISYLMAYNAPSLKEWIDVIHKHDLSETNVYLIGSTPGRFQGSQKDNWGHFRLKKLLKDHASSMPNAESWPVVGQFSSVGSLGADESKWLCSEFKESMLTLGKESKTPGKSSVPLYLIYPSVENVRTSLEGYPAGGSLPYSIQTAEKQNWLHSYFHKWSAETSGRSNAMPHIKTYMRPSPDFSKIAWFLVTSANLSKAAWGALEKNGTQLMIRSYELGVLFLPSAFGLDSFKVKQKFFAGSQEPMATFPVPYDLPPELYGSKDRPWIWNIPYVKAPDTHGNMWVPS
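E. coli-derived human Tdp1, 1 nM final. Cpd preinc 15 min RT; substrate 15 nM final, 5 min RT; AS bead mix 10 ug/ml final, 10 min RT. Signal loss = tyrosine-FITC cleavage. No-enzyme wells = max signal.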
* hit, by the source's call; ? = inconclusive; . = not tested or not shown; & = joins results of further samples. Calls come from the whole dose curve; as a rule, active = well fitted curve in the direction sought with a large enough effect; inconclusive = small, poorly fitted or top-dose-only effect, or another doubt; inactive = no such curve, though single readings can be large; an effect the other way counts as inactive or inconclusive. % is set by controls: 0 for no effect and ±100 for the full control effect; potency is the fitted concentration of half-maximal effect.

#1 C#CCOCCOCCOCCNc1nc(N2CCN(C(=O)C([C@@H](C)O)n3cc([C@@H](N)CCCCN)nn3)CC2)nc(N2CCN(C(=O)[C@H](CC(N)=O)n3cc([C@@H](N)C(C)C)nn3)CC2)n1 (stereo not given in full)
#2 Cc1cc(C)n(-c2nc3ccccc3nc2N2CCN(S(=O)(=O)c3cccc(C#N)c3)CC2)n1
#3 O=C(Nc1ccc(F)c(Cl)c1)c1cc(C2CCCN(S(=O)(=O)c3cccc4cccnc34)C2)on1 (stereo not given)
#4 CN(Cc1cccs1)C(=O)C1CC(=O)N(Cc2ccccc2)C1 (stereo not given)
#5 Cc1ccccc1CSc1nc2[nH]ncc2c(=O)[nH]1
#6 CN(C)CCNC(=O)c1cccc2ccc(-c3ccc(-c4ccccc4)cc3)nc12

Compound,1,2,3,4,5,6
DT40 TDP1 CPT,16%,?,?,10%,-25%,?
TDP1 cell noCPT,7%,?,26µM*,-15%,?,?
TDP1 inh,1%,-4%,.,-12%,0%,.

#7 CCC1CCCCN1Cc1cc(OC)c(O)c([N+](=O)[O-])c1 (stereo not given)
#8 COC(=O)c1ccc(NC(=O)CCN2CCCCC2)cc1
#9 CCc1nn2c(=O)cc(COC(=O)CNC(=O)COc3ccc(C)cc3)nc2s1
#10 Cc1ccc(S(=O)(=O)N2CCC(C(=O)N(C)C3CCS(=O)(=O)C3)CC2)cc1 (stereo not given)
#11 Cc1c(C(=O)NNc2cc(=O)n(C)c(=O)n2C)cccc1[N+](=O)[O-]
#12 CC(C)[C@H](NC(=O)C1CCN(C(=O)[C@@H]2CCCN2)CC1)C(=O)NCc1ccc(F)cc1

Compound,7,8,9,10,11,12
DT40 TDP1 CPT,6%,-14%&-11%,-8%,23µM*,?,2%
TDP1 cell noCPT,-2%,-9%&8%,-10%,?,6%,-5%
TDP1 inh,2%,-4%&7%,6%,3%,.,.

#13 CCNc1ncc2nc(CCc3ccccc3)c(=O)n(Cc3cccc(OC)c3)c2n1
#14 COc1ccc(C(=O)N/N=C/c2ccc(N(C)c3ccccc3)cc2)cc1
#15 COC(=O)C1CCN(C(=O)C23CCC(C)(C(=O)O2)C3(C)C)CC1 (stereo not given)
#16 N#Cc1c(N)oc(-c2ccc3c(c2)OCO3)c1-c1ccc2c(c1)OCO2
#17 COc1ncccc1-c1ccc2nncn2c1
#18 CN(C)CCN(C)C1CN(CCc2ccccc2)S(=O)(=O)C1 (stereo not given)

Compound,13,14,15,16,17,18
DT40 TDP1 CPT,-24%,?,1%,0%,19%,-11%
TDP1 cell noCPT,-12%,23µM*,0%,-7%,0%,-8%
TDP1 inh,.,.,8%,5%,.,.

#19 COC(=O)C1CCN(CC(=O)Nc2ccc(OC)c(Cl)c2)CC1
#20 CN(CC(=O)Nc1ccc(F)cc1)C(=O)COc1ncnc2ccccc12
#21 O=C(Nc1ccc(N2CCN(C(=O)c3ccc(Cl)cc3)CC2)cc1)c1ccc2c(c1)OCCO2
#22 Oc1ccccc1C1=NCCNC(C(F)(F)F)=C1
#23 CCOc1ccc(NC(=O)CSc2nc(-c3cccs3)cc(C(F)(F)F)c2C#N)cc1
#24 Cc1cc(CNC(=O)Nc2ccc3c(c2)OCO3)nn1C

Compound,19,20,21,22,23,24
DT40 TDP1 CPT,-4%,-4%,13µM*,4%,-7%,2%
TDP1 cell noCPT,5%,17%,23µM*,9%,-2%,-9%
TDP1 inh,0%,0%,5%,-7%,-2%,-6%

#25 Cc1ccsc1C1NC(=O)c2ccccc2N1 (stereo not given)
#26 Cc1ccc(CNC(=O)c2cccc(Nc3nc4ccccc4n4nnnc34)c2)cc1
#27 Cc1ccc(C(=O)CC2(O)C(=O)N(C)c3ccccc32)s1 (stereo not given)
#28 COc1cc(CN2CCCN(C)CC2)c([N+](=O)[O-])cc1OC
#29 COc1ccc(N2CCN(C3=CC(=O)N(c4cccc(Cl)c4)C3=O)CC2)cc1
#30 COc1ncc2nc(CCc3ccccc3)c(=O)n(-c3ccccc3)c2n1

Compound,25,26,27,28,29,30
DT40 TDP1 CPT,?,21µM*,?,-18%,7%,-29%
TDP1 cell noCPT,?,10µM*,1%,-12%,15%,?
TDP1 inh,-6%,5%,-6%,.,9%,.

#31 C[C@H]1CCC(=O)N([C@H](CSc2ccccc2)Cc2ccccc2)CC1
#32 CCc1ccc(OCC(=O)NC(Cc2c[nH]c3ccccc23)C(=O)O)cc1 (stereo not given)
#33 CCCCC(=O)NNC(=O)c1c(O)c2ccccc2[nH]c1=O
#34 CC(=O)Nc1ccc(/C=N/N2C(=O)NC(C)(c3ccc(OC(F)F)cc3)C2=O)cc1 (stereo not given)
#35 CC(=O)N1c2ccc(S(=O)(=O)NCC3CCC(C(=O)Nc4cccc(C)c4)CC3)cc2CC1C (stereo not given)
#36 Cc1onc(-c2ccccc2)c1C(=O)N1CCN(c2ccccc2)CC1

Compound,31,32,33,34,35,36
DT40 TDP1 CPT,?,-6%,-22%,?,16µM*,?
TDP1 cell noCPT,?,3%,?,?,15µM*,?
TDP1 inh,.,.,?,0%,3%,4%

#37 Cc1sc(NC(=O)C2=COCCO2)nc1-c1ccc(F)cc1
#38 COc1ccc(-n2nnc3c(SCC(=O)Nc4ccccc4F)ncnc32)cc1
#39 O=S(=O)(NCCc1ccccc1)c1ccc(Br)s1
#40 COc1ccc2c(c1)c1c(c(=O)n(Cc3ccccc3)c(=O)n1CC(=O)Nc1ccccc1OC)n2C
#41 CC(=O)Oc1c(-c2ccccc2)oc2c(CC=C(C)C)c3c(c(OC(C)=O)c2c1=O)C=CC(C)(C)O3
#42 Cc1cc(OC(C)C(=O)N2CCN(c3ccccc3)CC2)c2c(C)c(C)c(=O)oc2c1 (stereo not given)

Compound,37,38,39,40,41,42
DT40 TDP1 CPT,16µM*,4%,3%,5%,21%,?
TDP1 cell noCPT,21µM*,0%,-13%,-2%,-7%,29µM*
TDP1 inh,2%,-4%,0%,6%,5%,3%

#43 CC(C)CNc1ncnc2c1nnn2C
#44 COc1ccc(CN2CCOCCOCCOCC2)cc1
#45 O=c1c(-c2ccc(F)cc2)nc2cnc(N3CCOCC3)nc2n1-c1ccccc1
#46 COc1ccc(-c2cc(=O)oc3cc(OC(=O)C4CCCCC4)ccc23)cc1
#47 CN(C)S(=O)(=O)c1ccc(S(=O)(=O)N2CCN(CCC#N)CC2)cc1
#48 COc1cc(CCC(=O)OCC(=O)Nc2ccc(C(N)=O)cc2)cc(OC)c1OC

Compound,43,44,45,46,47,48
DT40 TDP1 CPT,-14%,11%,9%,?,-4%,11%
TDP1 cell noCPT,-2%,2%,1%,18µM*,-18%,3%
TDP1 inh,0%,-1%,.,-3%,1%,5%

#49 c1ccc(-c2cc(-c3nc(-c4ccccn4)no3)c3ccccc3n2)cc1
#50 COc1ccc(OC)c(/C=N/NC(=O)c2cc3c(OC)cc(OC)cc3[nH]2)c1
#51 CC(C)C(NC(=O)OC(C)(C)C)C(=O)N1CCCC1C(=O)NC(Cc1ccccc1)C(N)=O (stereo not given)
#52 CN(C)c1ccnc(Nc2ccccc2)c1C#N
#53 C[C@@H]1CN([C@@H](C)CO)C(=O)CCCn2nncc2CO[C@@H]1CN(C)C(=O)Nc1cccc(C(F)(F)F)c1
#54 Cc1onc(-c2ccccc2)c1C(=O)N1CCN(S(=O)(=O)c2ccc(Cl)cc2)CC1

Compound,49,50,51,52,53,54
DT40 TDP1 CPT,9.2µM*,?,-28%,-9%,-5%,-22%
TDP1 cell noCPT,8.2µM*,?,-9%,-8%,-29%,-26%
TDP1 inh,.,7%,0%,.,.,.

#55 O=C(NCCCN1CCOCC1)C1Cc2c(ccc3ccccc23)O1 (stereo not given)
#56 Cc1cccc(NC(=O)CSc2ccc(-c3cccnc3)nn2)c1
#57 CCOc1ccc(NC(=O)c2cc3cc4ccc(C)cc4nc3o2)cc1
#58 COc1ccc(C(=O)/C=C/c2ccsc2)cc1CSCC(=O)O
#59 CC1(C)CC(=O)c2cnc(NC(=O)C3CCCC3)nc2C1
#60 Cc1cccc(OCC(=O)OCC(=O)N(CC(C)C)c2c(N)n(Cc3ccccc3)c(=O)[nH]c2=O)c1C

Compound,55,56,57,58,59,60
DT40 TDP1 CPT,?,?,4%,9.2µM*,1%,-9%
TDP1 cell noCPT,?,?,4%,12µM*,-1%,-10%
TDP1 inh,0%,1%,4%&0%,-19%,5%,.

Next part; the last four above are carried over.
#57 CCOc1ccc(NC(=O)c2cc3cc4ccc(C)cc4nc3o2)cc1
#58 COc1ccc(C(=O)/C=C/c2ccsc2)cc1CSCC(=O)O
#59 CC1(C)CC(=O)c2cnc(NC(=O)C3CCCC3)nc2C1
#60 Cc1cccc(OCC(=O)OCC(=O)N(CC(C)C)c2c(N)n(Cc3ccccc3)c(=O)[nH]c2=O)c1C
#61 CCOc1ccc(Cl)cc1-c1cc(C(=O)Nc2ccc(OC)nc2)[nH]n1
#62 CC(C)(C)NC(=O)C(c1ccccc1)n1c(=O)c(-c2cc3ccccc3[nH]2)nc2ccccc21 (stereo not given)
#63 C[C@H](CO)N1C[C@H](C)[C@@H](CN(C)C(=O)Nc2ccc(C(F)(F)F)cc2)Oc2ccc(NC(=O)Cc3ccccc3)cc2C1=O
#64 O=C(CN(c1ccc(Cl)c(Cl)c1)S(=O)(=O)c1ccccc1)N1CCc2ccccc2C1
#65 CCCCN(C(=O)c1ccc(S(=O)(=O)N2CCCCC2)cc1)C1CCS(=O)(=O)C1 (stereo not given)
#66 COC(=O)c1ccc(OC)c(CN2C(=O)N(c3ccc(C(C)=O)cc3)S(=O)(=O)c3ccccc32)c1

Compound,57,58,59,60,61,62,63,64,65,66
DT40 TDP1 CPT,4%,9.2µM*,1%,-9%,?,?,?,?,?,15µM*
TDP1 cell noCPT,4%,12µM*,-1%,-10%,?,?,-12%,29µM*,-23%,16µM*
TDP1 inh,4%&0%,-19%,5%,.,.,.,1%,5%,.,1%

#67 CCOC(=O)c1ccccc1NC(=O)CSc1nccn1C
#68 N#Cc1ccccc1OCC(=O)OCC(=O)Nc1ccc2c(c1)OCO2
#69 COc1cccc(C(=O)CN(C(=O)c2ccc(Cl)cc2Cl)N2C(=O)c3ccccc3C2=O)c1
#70 Cc1nn(-c2ccccc2)c2c1c(C)c(CCC(=O)NCC1CCCO1)c(=O)n2C (stereo not given)
#71 Cc1nc(NCC2CC2)c2nnn(Cc3ccccc3)c2n1
#72 COc1ccc(-c2cc(C(=O)NCCc3ccc(OC)c(OC)c3)c3c(-c4ccc(F)cc4)[nH]nc3n2)cc1

Compound,67,68,69,70,71,72
DT40 TDP1 CPT,-9%,-8%,-1%,?,0%,-10%
TDP1 cell noCPT,?,23%,17%,?,-26%,-4%
TDP1 inh,0%,1%,3%,5%,-9%,0%

#73 COc1ccc(/C=N/NC(=O)c2cccc(NC(=O)c3ccc(F)cc3)c2)c(C(=O)O)c1OC
#74 CCOc1cccc(-c2c(C(=O)N/N=C(\C)c3ccccn3)nnn2-c2nonc2N)c1
#75 Cc1cc(C(=O)Nc2c(C)n(C)n(-c3ccccc3)c2=O)on1
#76 Cn1c(COc2ccccc2)nnc1SCC(=O)Nc1nnc(C2CC2)s1
#77 Cn1c(=O)c(-c2ccccc2)nc2cnc(OCc3ccccc3)nc21
#78 O=C(O)Cc1ccc2ccc3ccccc3c2c1

Compound,73,74,75,76,77,78
DT40 TDP1 CPT,-18%,2.3µM*,-8%,-22%,12%,-9%
TDP1 cell noCPT,-22%,1.6µM*,-11%,?,-11%,-14%
TDP1 inh,50µM*,0%,4%,.,.,.

#79 Nc1c(C(=O)NCC2CCCO2)sc(=S)n1-c1ccccc1 (stereo not given)
#80 CC1CCN(S(=O)(=O)N2CCC(C(=O)N3CCC(N(C)CC4CCCO4)CC3)CC2)CC1 (stereo not given)
#81 FC(F)(F)COc1ccc(-n2ccnc2)nn1
#82 Cc1ccc(N2CC(C(=O)N3CCCc4ccccc43)CC2=O)cc1 (stereo not given)
#83 CC1(C)C=Cc2c(ccc3c2OC[C@@H](c2ccc(O)cc2O)C3)O1
#84 O=C1CC(C(=O)Nc2ccc(Cl)cc2)S/C(=N\N=C\c2ccco2)N1 (stereo not given)
#85 CCOc1ccc(NC(=S)N2CCN(S(=O)(=O)c3ccc(OC)cc3)CC2)cc1

Compound,79,80,81,82,83,84,85
DT40 TDP1 CPT,-7%,1%,1%,-21%,26µM*,0%,-17%
TDP1 cell noCPT,?,-5%,-9%,-16%,?,-10%,?
TDP1 inh,3%,1%,5%,2%,.,1%,5%

Screens as filed in PubChem.
